KOR beta-arrestin-1 = kappa opioid receptor activators – cell-based, luminescence, uHTS, primary screen (AID 1777). KOR beta-arrestin recruitment, luminescence; higher % means a stronger effect. activation, % at 10 µM; hits with a dose series show EC50 in µM. 280,000 compounds, 0.02% hits; in the data active = activation above about 50%, passing the limit was not always enough; also: a part of the inactive calls stands beside numbers as strong as those of hits
PhoP inhibition = inhibitors of PhoP regulon expression, primary screen, Salmonella Typhimurium, GFP reporter (AID 1863); 300,000 compounds, 0.16% hits; S. Typhimurium PhoP-regulated promoter GFP reporter, 4 h; higher % means a stronger effect; inhibition, % at 50 µM; hits with a dose series show IC50 in µM;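 active = inhibition over 29.93%, a cutoff 3 SD above the screen mean, later confirmed by dose response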;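 also: 0% = low Mg2+ inducing control and 100% = high Mg2+ repressing control; strong numbers were not always called active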
T cell HTS = modulates CD8 T cell binding to vesicles; 2C CD8+ T cell-vesicle binding, flow cytometry; hits give low values; calls only at 7 µM; 330,000 compounds, 0.068% hits; AID 2052;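 active = response, share of CD8 T cells binding vesicles, and their 90th percentile fluorescence all below set limits, cut at about 80% in these data, passing the limit was not always enough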
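Benchmarks: naked versus QL9-loaded vesicles / Assay system: purified 2C TCR transgenic mouse naive CD8+ T cells / Technique: high-throughput flow cytometry with anti-B7-1 and anti-CD8 staining / Timing: Cell–vesicle co-incubation 1.5 h at 37 °C, staining 20 min on ice / Read-out: percent CD8+ FL2 mean versus row control / Probe or stimulus: QL9-loaded Drosophila micro-vesicles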
GPR55 activation = GPR55 agonists via beta-arrestin recruitment, primary screen, imaging, U2OS cells, beta-arrestin-GFP redistribution (AID 1961) | U2OS GPR55 beta-arrestin-GFP redistribution imaging; higher % means a stronger effect | activation, % at 10 µM, or EC50 in µM where a hit was titrated | 290,000 compounds, 0.048% hits;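 active = activation above 40% with more than 50 cells counted in the well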;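 also: U2OS osteosarcoma cells stably expressing GPR55 and beta-arrestin-GFP; plate controls were DMSO negative control for no effect and LPI positive control for full effect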
GPR55 LPI antagonism = GPR55 antagonists blocking LPI-driven arrestin recruitment, primary screen, imaging, U2OS, beta-arrestin-GFP, LPI agonist (AID 2013); U2OS GPR55 beta-arrestin-GFP translocation imaging, LPI antagonism; higher % means a stronger effect; one-dose inhibition, % at 10 µM; IC50 in µM for titrated hits; 290,000 compounds, 0.13% hits;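 active = spots per cell inhibited over 60%, with over 100 cells counted and total cytoplasm intensity under 500,000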;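 also: U2OS cells stably carrying GPR55 and arrestin-GFP stimulated by 5 µM LPI near EC80; imaged beta-arrestin-GFP aggregate spots per cell after agonist stimulation; plate controls were LPI-stimulated DMSO wells for no effect and DMSO wells without LPI for full effect; some results filed as inactive read as strong as hits; confirmed hits need IC50 under 10 µM and bright autofluorescent wells are also inconclusive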
GPR35 arrestin U2OS = GPR35 antagonists blocking zaprinast-driven arrestin recruitment, primary screen, imaging, U2OS, beta-arrestin-GFP, zaprinast agonist (AID 2058) | U2OS GPR35 beta-arrestin-GFP translocation imaging, zaprinast antagonism; higher % means a stronger effect | inhibition, % at 10 µM; hits with a dose series show IC50 in µM | 290,000 compounds, 0.052% hits;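 active = inhibition of at least 50% with at least 30 cells and total cytoplasm GFP at most 10,000,000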
West Nile virus CPE = West Nile virus antiviral activity, cell-based, CPE readout (AID 1621); West Nile virus-infected cells, CPE inhibition; higher % means a stronger effect; CPE inhibition, % at 10 µM; hits with a dose series show IC50 in µM; 290,000 compounds, 0.02% hits; in the data active = a potency from the dose series; also: strong numbers were not always called active
NTR1 agonist = agonists of NTR1, primary screen, imaging, U2OS cells, beta-arrestin-GFP, high content (AID 493036). P30989. NTR1-U2OS beta-arrestin-GFP spot imaging, agonist mode. activation, % at 20 µM. 330,000 compounds, 0.17% hits;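 active = activation at or above 40% of the spot to cytoplasm intensity ratio, with at least 20 cells analyzed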;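 also: 0% = DMSO without peptide and 100% = 100 nM NTR1 peptide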
Target sequence (P30989 whole entry, looked up): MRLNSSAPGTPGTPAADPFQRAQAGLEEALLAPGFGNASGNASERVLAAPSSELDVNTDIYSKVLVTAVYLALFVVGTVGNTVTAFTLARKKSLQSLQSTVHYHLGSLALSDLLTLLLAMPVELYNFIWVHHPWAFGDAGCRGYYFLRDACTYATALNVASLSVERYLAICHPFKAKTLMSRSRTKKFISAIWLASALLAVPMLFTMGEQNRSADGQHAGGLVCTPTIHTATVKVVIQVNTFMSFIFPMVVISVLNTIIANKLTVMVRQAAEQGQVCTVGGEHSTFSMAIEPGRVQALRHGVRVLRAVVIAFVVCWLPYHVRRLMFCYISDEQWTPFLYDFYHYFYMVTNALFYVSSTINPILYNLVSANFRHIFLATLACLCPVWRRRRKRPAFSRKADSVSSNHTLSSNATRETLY
KOR beta-arrestin-2 = kappa opioid receptor blockers – cell-based, luminescence, uHTS (AID 1778) | KOR beta-arrestin recruitment, luminescence, antagonist mode; higher % means a stronger effect | inhibition, % at 10 µM, or IC50 in µM where a hit was titrated | 290,000 compounds, 0.091% hits; in the data active = inhibition above about 50%; also: strong numbers were not always called active
T cell HTS vesicle-bound % = also measured in T cell HTS; calls as there; double positive events, %; measured here: CD8+ vesicle-bound cell fraction;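 binding gate set so that unloaded-vesicle control wells show 10% double positive cells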
NTR1 agonist cell count 20 µM = also measured in NTR1 agonist; calls as there; cell count; measured here: cell count, cytotoxicity flag
The depositor's hits bear a star; i = inactive; . = no result given; [ ] = dose if it differs, or a comment.

Results follow in this order: KOR beta-arrestin-1	PhoP inhibition	T cell HTS	T cell HTS vesicle-bound %	GPR55 activation	GPR55 LPI antagonism	GPR35 arrestin U2OS	West Nile virus CPE	NTR1 agonist	NTR1 agonist cell count 20 µM	KOR beta-arrestin-2
1	COC(=O)c1cc(S(=O)(=O)NCC2CCN(Cc3cccc(F)c3)CC2)c[nH]1
    3.3%	-1%	i	50	-0.1%	-15%	-11%	-0.1%	1.6	58	-6%
2	CCCc1cc(O)c2c(C)cc(=O)oc2c1
    1.4%	2%	i	6	-0.5%	-5%	-12%	-1.3%	3.1	38	0%
3	Cc1ccccc1-c1noc(C23CC4CC(CC(C4)C2)C3)n1
    -9.1%	-4%	i	50	-0.1%	9%	1%	0.2%	9.2	86	49%
4	O=C(NC1(C(F)(F)F)N=C2SCCN2C1=O)c1ccccc1 (centres undefined)
    0.4%	-9%	i	37	0.0%	6%	4%	-0.5%	0.0	65	-15%
5	CCOc1ccc(-c2cn3ccccc3n2)cc1[N+](=O)[O-]
    -2.3%	-8%	i	57	0.4%	-4%	2%	-0.9%	0.6	76	-11%
6	COc1ccc2cnnc(SCC(=O)Nc3ccccc3)c2c1OC
    -0.4%	1%	i	48	0.2%	3%	-12%	0.8%	3.7	71	-34%
7	NC(=O)COC(=O)c1ccccc1Oc1ccccc1
    2.3%	0%	i	10	0.8%	1%	-5%	0.6%	0.4	38	-8%
8	O=C(c1ccc(O)cc1)c1ccc(C(=O)O)c(C(=O)O)c1
    -1.7%	4%	i	42	-0.1%	10%	-15%	1.2%	-0.3	97	9%
9	CC(=O)OCCCN1C(=O)c2cccc3cc(Br)cc(c23)C1=O
    -5.0%	2%	i	40	-0.1%	-13%	-11%	-0.5%	0.5	67	15%[20 µM]
10	COCCN1CCn2c(nc3cc(NS(C)(=O)=O)ccc32)C1
    .	1%	i	48	0.0%	0%	-4%	-0.1%	-2.1	83	.
11	O=C(Nc1ccc2c(c1)OCO2)c1cc(-c2ccncc2)nc2ccccc12
    -2.5%	-1%	i	32	0.0%	4%	2%	-0.6%	0.3	59	-38%
12	CCOc1ncccc1C(=O)OCC(=O)Nc1cc(S(=O)(=O)N2CCOCC2)ccc1Cl
    1.5%	-4%	i	61	0.5%	-2%	-17%	0.1%	0.4	89	-31%
13	CCOc1ccc(NC(=O)CCN2C(=S)NC(C)(C)CC2C)cc1 (centres undefined)
    -2.5%	-6%	i	32	0.0%	-17%	-1%	0.2%	0.4	49	7%
14	Cc1cc(N2CCN(C)CC2)nc2ccc(NC(=O)c3ccccc3F)cc12
    -2.6%	4%	i	19	0.1%	15%	3%	1.5%	-0.4	62	28%
15	C/C(=N\N1CCN(c2ccc(Cl)cc2)CC1)c1cccs1
    7.0%	-4%	i	38	0.1%	0%	5%	-0.3%	-1.0	56	.

The listing continues.
Results follow in this order: KOR beta-arrestin-1	PhoP inhibition	T cell HTS	T cell HTS vesicle-bound %	GPR55 activation	GPR55 LPI antagonism	GPR35 arrestin U2OS	West Nile virus CPE	NTR1 agonist	NTR1 agonist cell count 20 µM	KOR beta-arrestin-2
16	CCC(C(=O)NCCCc1ccccc1)n1nc(C)c2c(C)n(-c3ccccc3)nc2c1=O (centres undefined)
    -0.4%	2%	i	31	0.0%	19%	-9%	-0.4%	2.1	58	-9%
17	Cc1cc2oc(C(=O)N(Cc3ccccc3)C3CCS(=O)(=O)C3)cc(=O)c2cc1Cl (centres undefined)
    -9.6%	6%	i	12	-0.1%	12%	-3%	0.1%	3.0	60	6%
18	CCOc1ccc(/C=N/NC(=O)c2cc3c(OC)cc(OC)cc3[nH]2)cc1OC
    0.1%	9%	i	52	-0.1%	-5%	-4%	0.3%	4.3	46	-27%
19	O=C(Nc1ccc(Cl)cc1)Nc1nnc(CSc2ccc(Cl)cc2)s1
    -5.2%	11%	i	65	-0.2%	-5%	-5%	-0.1%	-1.9	93	15%
20	O=C(NC(Nc1ccc(F)cc1)(C(F)(F)F)C(F)(F)F)c1cccnc1
    -3.4%	5%	i	44	-0.2%	17%	6%	0.6%	0.7	49	-7%
21	CC(=O)c1cccc(-n2c(CCC(=O)O)ccc2-c2ccccc2)c1
    -4.7%	8%	i	23	0.0%	-3%	6%	1.1%	-1.0	78	10%
22	O=C1CCCC(O)=C1C=NCCc1ccccc1
    1.1%	4%	i	25	0.9%	10%	13%	-0.3%	-1.2	52	-10%
23	Cc1ccc(-c2cc(C(=O)Nc3nccs3)c3ccccc3n2)c(C)c1
    0.4%	1%	i	41	-0.3%	-2%	5%	-0.2%	0.7	40	-27%
24	Cc1ccc2[nH]c(=O)c3cc(C(=O)N(C)Cc4ccco4)sc3c2c1
    1.0%	-5%	i	28	0.3%	-7%	-11%	0.7%	3.4	57	-26%
25	CCOC(=O)c1cn2nc(N3CCCCC3)ccc2n1
    1.6%	-15%	i	21	1.1%	1%	1%	0.3%	-0.6	51	12%
26	CCOC(=O)COc1ccc(S(=O)(=O)N2CCN(c3ccccc3)CC2)cc1
    1.0%	-3%	i	9	-0.2%	11%	-19%	-0.5%	5.5	68	11%
27	CCOC(=O)c1nnn2c1nc(Nc1cccc(C(F)(F)F)c1)c1ccccc12
    2.4%	-4%	i	45	-0.1%	14%	6%	-0.1%	4.2	42	-1%
28	CC1(C)CC(=O)c2cc(OCC(=O)NCCN3CCCc4ccccc43)ccc2O1
    -2.6%	7%	i	21	0.3%	27%	2%	0.0%	0.2	69	4%
29	CC(=O)c1nn(-c2ccc(C(F)(F)F)cc2)c(=O)[nH]c1=O
    -1.1%	2%	i	61	0.0%	-7%	9%	-0.4%	-1.3	99	-4%
30	COc1ccccc1/C=C/CN1CCCC(CO)(CCc2ccccc2)C1 (centres undefined)
    -3.7%	5%	i	51	-0.2%	10%	-2%	-1.0%	4.0	46	-34%[20 µM]

Going on with the list.
Results follow in this order: KOR beta-arrestin-1	PhoP inhibition	T cell HTS	T cell HTS vesicle-bound %	GPR55 activation	GPR55 LPI antagonism	GPR35 arrestin U2OS	West Nile virus CPE	NTR1 agonist	NTR1 agonist cell count 20 µM	KOR beta-arrestin-2
31	CCOc1nc2ccccc2nc1C
    1.1%	1%	i	50	0.3%	32%	0%	-0.1%	-0.9	78	6%
32	COc1ccc([N+](=O)[O-])cc1N(CC(=O)NCCSc1ccc(C)cc1)S(C)(=O)=O
    -1.2%	-7%	i	63	-0.2%	0%	7%	-0.3%	-1.0	44	-40%
33	COc1ccc(OC)c(NC(=O)CCn2cccc2)c1
    -2.3%	6%	i	46	-0.1%	10%	9%	0.6%	-0.9	39	22%
34	Cc1ccc(NC(=O)Nc2ccccc2)cc1[N+](=O)[O-]
    2.0%	-2%	i	18	-0.3%	4%	-13%	-0.5%	6.7	63	29%
35	CC(C)CC(=O)NC(=S)Nc1ccccc1C(=O)Nc1ccccc1
    -3.6%	-2%	i	31	-0.1%	3%	-14%	-0.5%	-0.1	50	-4%
36	O=C(OCCNc1ccc(C(F)(F)F)cc1[N+](=O)[O-])c1cc2ccccc2oc1=O
    1.8%	-7%	i	16	-0.1%	4%	-2%	-0.5%	2.8	55	-6%
37	C=CCSc1nnc(NC(=O)CN2C(=O)NC3(CCCC3)C2=O)s1
    8.8%	12%	i	29	0.3%	-24%	-25%	-0.1%	0.8	60	-18%
38	COc1ccc2[nH]cc(C(=O)N3CCCCC3)c(=O)c2c1
    4.8%	5%	i	18	-0.2%	5%	1%	0.6%	1.0	82	-38%
39	CN(C1=NC(=O)C(CC(=O)O)S1)c1ccc(O)cc1 (centres undefined)
    -1.0%	7%	i	31	-0.1%	6%	0%	-0.7%	-1.1	54	-42%[20 µM]
40	COc1cccc(C(C(=O)NC(C)(C)C)N(C(=O)CCC(=O)Nc2cc(C)on2)C2CC2)c1OC (centres undefined)
    -4.8%	7%	i	39	0.2%	7%	-19%	-1.4%	0.3	85	27%
41	Cn1c(=N)n(CC(O)c2cccc3ccccc23)c2ccccc21 (centres undefined)
    -4.5%	26%	i	0	0.2%	-13%	-3%	-0.5%	2.7	54	26%
42	NNc1nc2ccccc2nc1C(F)(F)F
    -3.5%	1%	i	50	0.2%	0%	10%	-0.1%	1.5	102	-10%
43	CC1CC(C)(C)NC(=S)N1CC(=O)NCc1ccc(F)cc1 (centres undefined)
    -2.0%	-8%	i	2	-0.2%	1%	15%	0.1%	1.0	60	-7%
44	O=C(COc1ccc([N+](=O)[O-])cc1)Nc1ccc2c(c1)OCO2
    -1.8%	3%	i	44	1.0%	-5%	-15%	0.5%	-0.8	81	16%
45	O=C(NC(=S)NC1CCSC1=O)c1ccc([N+](=O)[O-])cc1 (centres undefined)
    2.7%	3%	i	33	0.0%	-9%	20%	0.2%	3.3	42	31%

Next structures
Results follow in this order: KOR beta-arrestin-1	PhoP inhibition	T cell HTS	T cell HTS vesicle-bound %	GPR55 activation	GPR55 LPI antagonism	GPR35 arrestin U2OS	West Nile virus CPE	NTR1 agonist	NTR1 agonist cell count 20 µM	KOR beta-arrestin-2
46	O=C(NCc1ccncc1)C1CCC(=O)N(CCc2ccc(Cl)cc2)C1 (centres undefined)
    3.7%	-2%	i	62	-0.1%	-2%	-16%	0.1%	1.1	61	-10%
47	CCOC(=O)c1ccc(NC(=O)CN(c2ccc(C)cc2)S(=O)(=O)c2c(C)nn(C)c2C)cc1
    -1.3%	-8%	i	33	0.0%	-13%	-5%	1.9%	3.8	67	22%
48	COc1ccc(-n2c(Cc3cccn3C)nnc2SCC(=O)Nc2cccc(F)c2)cc1
    6.6%	4%	i	37	-0.1%	-7%	6%	-0.6%	-1.6	37	-48%
49	O=C(Nc1ncc([N+](=O)[O-])s1)C1CCN(S(=O)(=O)c2cnc[nH]2)CC1
    0.6%	-6%	i	11	-0.2%	8%	-8%	0.7%	-0.3	60	10%
50	CCOC(=O)N1CCC(NC(=O)c2cc(C(=O)Nc3ccc(S(=O)(=O)N4CCCCC4)cc3)ccc2CO)CC1
    9.5%	-6%	i	23	-0.4%	1%	-4%	0.2%	0.1	31	-2%

Source: PubChem (several laboratories)

An unsorted share of the library; overall some 0.62% were active at least once.
